DT40 TDP1 no CPT – qHTS for Inhibitors of human tyrosyl-DNA phosphodiesterase 1 (TDP1): qHTS in cells in absence of CPT. DT40 Tdp1-/- hTDP1 cells, no CPT, ATP luminescence, 48 h. Potency, µM (top dose mostly 46.2 µM), for the others: at the top dose activity change, negative = growth inhibition, most hits filed as inhibitors. 15% of 420,000 active. AID 686978, 2013; active means well fitted inhibition curve with a large enough effect; inconclusive means small, poorly fitted or top-dose-only effect; further: nearly all actives have a fitted effect of over 55% in size
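No-CPT arm: Tdp1-/-;hTDP1 DT40 cells (400/well) plus compounds, incubated ≥48 hr at 37 °C. Readout CellTiter-Glo luminescence.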
* = called active by the depositor; ? = inconclusive; & = joins results of further samples. On the % scale 0 is the no-effect control and ±100 the full control effect; potency means the concentration at half of the fitted maximal effect. Not all compounds are listed, so the mix of outcomes need not match the whole.

| mol | DT40 TDP1 no CPT |
| --- | --- |
| COc1ccc(NC(=O)C[C@H]2C(=O)N(Cc3ccccc3)C[C@@H]2c2ccc(OC)cc2)cc1 | 6.2% |
| COC(=O)C[C@H]1CC[C@@H](NS(=O)(=O)c2ccc(C)cc2)[C@@H](CO)O1 | 9.9% |
| C=C1C=C(C(F)F)n2ncc(C(=O)Nc3ccc(Br)cc3C(F)(F)F)c2N1 | -25.8% |
| CSC12CCCN(CCC(C(C)(C)C)C1)C2=O (centres undefined) | -1.9% |
| O=C1NC(=S)SC1=Cc1cc(Br)ccc1O | -13.2% |
| c1ccc2c(-c3cc(NCc4ccncc4)n4nccc4n3)cccc2c1 | 6.0% |
| C[C@H]1CN([C@@H](C)CO)C(=O)c2cc(Br)cnc2O[C@H]1CN(C)S(=O)(=O)c1ccccc1F | ? |
| Cc1noc(C)c1NC(=O)N(C)C[C@@H]1OCc2cnnn2CCCC(=O)N([C@@H](C)CO)C[C@H]1C | -3.8% |
| Cc1ccc(-c2ccc3c(c2)O[C@H](CN(C)C(=O)CC2CC2)[C@H](C)CN([C@@H](C)CO)S3(=O)=O)cc1 | -23.1% |
| CCN(CC)C(=O)c1ccc2sc([C@@H]3O[C@H](CO)[C@H](O)[C@H](O)[C@H]3O)nc2c1 | 0.9% |
| O=c1[nH]c2ccc(Br)cc2c(=O)o1 | -5.8% |
| Nc1nc(N)c(Br)c(Nc2ccc(Cl)c(Cl)c2)n1 | ? |

(cont.)
| mol | DT40 TDP1 no CPT |
| --- | --- |
| C[C@H](CO)N1C[C@H](C)[C@@H](CN(C)Cc2ccncc2)Oc2ncc(Br)cc2C1=O | -17.6% |
| CC1(C(=O)NS(=O)(=O)c2cccc(Cl)c2)CCN1C(=O)c1cccc(F)c1 (centres undefined) | -14.4% |
| Cn1c(NCc2cccnc2)nc2cc(-c3cccc(C(=O)NCCO)c3)sc2c1=O | -22.7% |
| CCCN1CCC(C)(C(=O)Nc2cccc(OC(C)C)c2)C1 (centres undefined) | -6.7% |
| CCCCNC(=O)c1nc(C2CCN(S(=O)(=O)c3ccc(F)c(F)c3)CC2)oc1-c1cccc(C(F)(F)F)c1 | 2.4% |
| COc1ccc(C(C(=O)NC(C)(C)C)n2c(-c3ccc(C(F)(F)F)cc3)nc3ccccc32)cc1 (centres undefined) | ? |
| CCOC(=O)C1(C)CCN1C(=O)c1c(F)cccc1F (centres undefined) | -14.9% |
| O=C(CSc1ccc2nnc(-c3cccnc3)n2n1)Nc1ccccc1F | -23.4% |
| Cc1cc(O)cc(O)c1/C=N/NC(=O)c1ccc2c(c1)OCCO2 | 6.51µM* |
| Cc1cccc(C)c1C(O)c1ncc(-c2cccc3ccccc23)[nH]1 (centres undefined) | 16.4µM* |
| COc1cccc(C(C)(O)c2nc(-c3ccc(S(C)(=O)=O)cc3)cs2)c1 (centres undefined) | 18.4µM* |
| CC(C)c1ccc(S(=O)(=O)NCCCN2CCOCC2)cc1 | ? |

Remaining list, next part:
| mol | DT40 TDP1 no CPT |
| --- | --- |
| O=C(Cn1cnnn1)N[C@@H]1C(=O)N2C(C(=O)O)=C(CSc3nncs3)CS[C@H]12 | -0.3%&11.6% |
| C#CCNC(=O)C[C@@H]1C[C@@]2(C(=O)OC)CC(C)(C)CC=C2N(CCCCCCCC)C1=O | 16.4µM* |
| COc1cc(=O)n2c(c1C(=O)NCc1ccco1)CCN(Cc1c(F)cccc1F)CC2 | -7.2% |
| CC[C@@H]1CN(C)[C@H]2Cc3c([nH]c4ccccc34)C(=O)C[C@@H]1[C@@H]2C(=O)OC | -13.4% |
| COc1ccc(N2CCN(C(=O)COC(=O)CC(NC(N)=O)c3ccc(Cl)cc3)CC2)cc1 (centres undefined) | ? |
| CCOC(=O)CSc1nnc(-c2ccc(S(=O)(=O)NCc3cccs3)cc2)o1 | -10.6% |
| COc1ccc(OC(F)(F)F)cc1CC1(C)C(=O)Nc2ccc(-c3ccsc3)cc21 (centres undefined) | ? |
| Nc1c(C2CCCCC2)c(=O)on1C(=O)c1ccccc1 | ? |
| O=C(NC1CCCC1)C1C(c2ccc(C(F)(F)F)cc2)=Nc2ccccc2N1C(=O)c1cc2ccccc2[nH]1 (centres undefined) | 13µM* |
| CC(C)(C)c1ccc(S(=O)(=O)NC(=O)C2(C)CCN2C(=O)C2(c3ccccc3)CC2)cc1 (centres undefined) | -7.2% |
| CC(=O)Nc1cc2oc3ccccc3c2cc1[N+](=O)[O-] | -9.8% |
| COc1cc(/C=N/NC(=O)c2cc(-c3cccc(Br)c3)nc3ccccc23)cc(OC)c1O | ? |

Next section
| mol | DT40 TDP1 no CPT |
| --- | --- |
| C=CCn1c2c(c3ccccc31)CCC2 | -24.3% |
| O=C1NCN(C2CCCCC2)CN1 | 3.1% |
| Cc1ccc(-c2cc3nc(C)cc(N4CCN(C(=O)c5ccoc5)CC4)n3n2)cc1 | 18.4µM* |
| NC(N)=N/N=C(\N=Nc1ccccc1)c1cccc2cccnc12 | 20.6µM* |
| Cc1ccc([C@H]2N[C@]3(CCCN(Cc4ccc(F)cc4)C3=O)[C@H]3C(=O)N(Cc4ccccc4)C(=O)[C@@H]23)cc1 | ? |
| CCCCN1C[C@H](CSC)[C@@H](CC(=O)NC)C1=O | -7.0% |
| C[C@H](CO)N1C[C@H](C)[C@@H](CN(C)Cc2ccc(-c3ccccc3)cc2)OCc2cnnn2CCCC1=O | ? |
| COc1ccccc1/C=N/Nc1nc(C)cc(=O)[nH]1 | -4.1% |
| Nc1cc2c(cc1Br)-c1ccc(F)cc1C2O (centres undefined) | -17.9% |
| CC(C)C[C@H]1CNC(=O)C(=O)N1C[C@@H]1CCCN1C[C@H](Cc1ccccc1)N1C[C@H](CC(C)C)N(CCc2ccccc2)C(=O)C1=O | ? |
| CC(=O)c1ccc(NC(=O)CSc2nc3[nH]c(=O)cc(O)c3s2)cc1 | ? |
| CC1=C(C(=O)N2CCOCC2)CC(CC(=O)NC2CCCC2)C(=O)N1CCCN1CCCC1=O (centres undefined) | -8.5% |

Going on with the list.
| mol | DT40 TDP1 no CPT |
| --- | --- |
| N#Cc1cccc(C(=O)C(=O)N2CCCN(Cc3ccc(F)cc3)CC2)c1 | ? |
| CN(C)CCN1CCN(C2CN(C3CCCCC3)S(=O)(=O)C2)CC1 (centres undefined) | -7.1% |
| CC1(Cc2cc(Cl)ccc2C(F)(F)F)C(=O)Nc2ccc(OC(F)(F)F)cc21 (centres undefined) | 13µM* |
| COCCN(C(=O)COC(=O)C12CC3CC(CC(O)(C3)C1)C2)c1c(N)n(Cc2ccccc2)c(=O)[nH]c1=O | -3.0% |
| CCCC(=O)Nc1ccc2c(c1)C(=O)N(C)C[C@@H](OC)[C@H](C)CN(Cc1ccc(-c3ccccn3)cc1)[C@@H](C)CO2 | 23.1µM* |
| C[C@@H]1CN([C@@H](C)CO)C(=O)c2cc(Br)cnc2O[C@H]1CN(C)C(=O)CCN1CCCCC1 | -17.2% |
| Cc1onc(-c2ccccc2)c1C(=O)N1CCCC(C)(C(=O)NS(=O)(=O)C2CC2)C1 (centres undefined) | ? |
| COc1cc(OC)c(C=Cc2ccncn2)c(OC)c1 | ? |
| CC(=O)OC1CCC2C3CCC4=C(CC(F)C(=O)C4)C3CCC12C (centres undefined) | ? |
| C[C@H]1CN[C@H](CCO)/C1=C\c1ccccc1 | -27.7% |
| CN(C)CC1(C)Cc2ccsc2C1O (centres undefined) | 5.4% |
| COc1ccc(CNC(=O)c2sc(=O)n(Cc3ccc(S(=O)(=O)N(C)C)cc3)c2C)cc1 | ? |

(listing goes on)
| mol | DT40 TDP1 no CPT |
| --- | --- |
| COc1ccccc1C=NNC(=O)C(=O)NN=Cc1ccccc1OC | -2.7% |
| COc1ccccc1CNC(=O)Nc1nc(C(N)C(C)C)cs1 (centres undefined) | ? |
| CCOC(=O)[C@]12CCC=C1N(Cc1ccc3c(c1)OCO3)C(=O)[C@H](CC(=O)NCc1cccc(C(F)(F)F)c1)C2 | 23.1µM* |
| OC[C@@H]1CN(Cc2cccnc2)C[C@H](n2cnc3c(N4CCN(c5ccccc5)CC4)ncnc32)O1 | 16.4µM* |
| CCCCNC(=O)C1(C)CCC(=O)N1CCOC (centres undefined) | 0.5% |
| CC(C)(C)NC(=O)C(C1CC1)n1c(=O)c(-c2ccco2)nc2ccccc21 (centres undefined) | 16.4µM* |
| O=C(NCc1cccc(C(F)(F)F)c1)c1ccc2sc([C@@H]3O[C@H](CO)[C@H](O)[C@H](O)[C@H]3O)nc2c1 | 2.9% |
| COCOc1cccc(CN2CCC(C)(Oc3cccc(C#N)c3)C2)c1 (centres undefined) | -34.3% |
| O=C(Nc1ccccc1Cl)c1cc(C2CCCCN2S(=O)(=O)c2ccccc2)on1 (centres undefined) | ? |
| CC1C(=O)N(Cc2cn(Cc3ccco3)nn2)CCS(=O)(=O)N1Cc1ccc(-c2ccccc2Cl)cc1 (centres undefined) | ? |
| CCc1ccc(/C=C2\SC(=S)N(CCCC(=O)Nc3cc(C)on3)C2=O)cc1 | -1.7% |
| CCOC(=O)C1(C)CCN1C(=O)c1ccc(OC)c(C(F)(F)F)c1 (centres undefined) | ? |

Given with each value named: four of the compounds above
CCCCNC(=O)C1(C)CCC(=O)N1CCOC (centres undefined)
  DT40 TDP1 no CPT: 0.5%
CC(C)(C)NC(=O)C(C1CC1)n1c(=O)c(-c2ccco2)nc2ccccc21 (centres undefined)
  DT40 TDP1 no CPT: 16.4µM*
O=C(NCc1cccc(C(F)(F)F)c1)c1ccc2sc([C@@H]3O[C@H](CO)[C@H](O)[C@H](O)[C@H]3O)nc2c1
  DT40 TDP1 no CPT: 2.9%
COCOc1cccc(CN2CCC(C)(Oc3cccc(C#N)c3)C2)c1 (centres undefined)
  DT40 TDP1 no CPT: -34.3%

Further results.
| mol | DT40 TDP1 no CPT |
| --- | --- |
| COc1ccc(C=CC(=O)C=CC=Cc2ccccc2)cc1 | ? |
| NS(=O)(=O)c1cccc(NC(=O)COC(=O)Cc2ccc(S(=O)(=O)N3CCOCC3)s2)c1 | -0.8% |
| COc1ccc(N2CC(C)(C)[C@H](CC(=O)Nc3ccc(Br)cc3)C2=O)cc1 | ? |
| Cc1ccccc1-c1csc(C(C)(O)c2cccnc2)n1 (centres undefined) | ? |
| Cn1ccc2c(-c3ccc(CO)cc3)cc3c(c21)C1CCC3O1 (centres undefined) | ? |
| CCOc1ccc(C(=O)NCC(=O)OCC(=O)N(C)CC(=O)Nc2ccccc2CC)cc1OCC | ? |
| CCOC(=O)N1CCN(C(c2cc3ccccc3o2)c2nnnn2C(C)(C)C)CC1 (centres undefined) | ? |
| CCC(c1nnnn1-c1c(C)cccc1C)N1CCN(c2ccc(C(F)(F)F)cc2[N+](=O)[O-])CC1 (centres undefined) | -57.8% |
| COc1ccccc1C(=O)N[C@@H]1c2ccccc2C2(CCN(C(=O)c3ccnn3C)CC2)[C@H]1OC | ? |
| Cc1sc2ncnc(N3CCC(C(=O)Nc4cc(C(F)(F)F)ccc4OCC(F)(F)F)CC3)c2c1C | 18.4µM* |
| Cc1cccc(OCc2nnc(SCC(=O)NCc3ccc4c(c3)OCO4)o2)c1 | -24.5% |
| Nc1nc2c(ncn2[C@@H]2O[C@H](CNCc3cnc(N4CCOCC4)s3)[C@@H](O)[C@H]2O)c(=O)[nH]1 | -0.9% |

More entries follow.
| mol | DT40 TDP1 no CPT |
| --- | --- |
| CC(C)(C)NC(=O)C(c1cccc2ccccc12)n1c(=O)c(-c2ccccc2)nc2ccccc21 (centres undefined) | 0.13µM* |
| Cc1ccc(S(=O)(=O)N2C[C@H]3C(=O)C[C@@H](c4ccccc4)N(S(=O)(=O)c4ccc(C)cc4)[C@H]3C[C@H]2c2cccc(Cl)c2)cc1 | ? |
| CCCS(=O)(=O)NC(=O)C1(C)CCCN(C(=O)c2cc(OC)c(OC)c(OC)c2)C1 (centres undefined) | -16.9% |
| CN(C)c1nc(N)c(C#N)c(C#N)c1C#N | ? |
| CCOC(=O)C1(C(=O)OCC)NC(=O)CC1CC (centres undefined) | 0.3% |
| CC1=C(C(=O)N2CCCCCC2)CC(CC(=O)NCC2CCCCC2)C(=O)N1Cc1ccccc1 (centres undefined) | ? |
| OC(CCCC(O)c1ccccc1)c1ccccc1 (centres undefined) | -10.3% |
| C=CC[C@H]1C=C[C@@H](C(C(=O)OC)C(=O)OC)CN1C(C)=O | -23.8% |
| C[C@@H]1CN([C@H](C)CO)C(=O)CCCn2nncc2CO[C@@H]1CN(C)S(=O)(=O)c1ccc2c(c1)OCCCO2 | -16.7% |
| CCOC(=O)C1(C)CCN1C(=O)c1ccc(OC)cc1OC (centres undefined) | -2.4% |
| N#Cc1ccc(C(=O)N2CCCCC2c2cc(C(=O)Nc3cccc(C#N)c3)no2)cc1 (centres undefined) | ? |
| CS(=O)(=O)N(CC(=O)N1CCCC1)c1ccc(F)cc1 | 3.6% |

The list goes on:
| mol | DT40 TDP1 no CPT |
| --- | --- |
| CCC(c1nnnn1-c1c(C)cccc1C)N1CCCN(Cc2ccc(F)cc2)CC1 (centres undefined) | 16.4µM* |
| CCCCn1nnnc1C1(C)CCC(=O)N1Cc1ccc(OC)cc1 (centres undefined) | -11.6% |
| CC1=CC(=O)C=CC1=Nc1ccc(N(C)C)cc1 | 0.92µM* |
| C=CCn1c(SCC(=O)N2CCN(C(=O)OCC)CC2)nc2c([nH]c3ccccc32)c1=O | 16.4µM* |
| COc1cccc(C2c3cc4c(cc3OC(N3CCOCC3)C2C)OCO4)c1O (centres undefined) | 8.2µM* |
| Nc1ccc(S(=O)(=O)Nc2nc(-c3ccccc3)cc(-c3ccccc3O)n2)cc1 | -16.0% |
| CC(C)Cc1nnc(N)s1 | -14.3% |
| O=c1ccc(-c2ccccc2)nn1Cc1ccccc1 | ? |
| Cc1nc2sccn2c1CN1CCC2(CC1)CC2C(=O)Nc1ccc2c(c1)OCO2 (centres undefined) | ? |
| COCCN(CCOC)Cc1cc(=O)oc2cc(OC)c(Cl)cc12 | -11.0% |
| CCO[C@@H]1OC(C(=O)O)=C[C@H](c2ccccc2)[C@H]1CCCO | 19.2% |
| Nc1ccccc1SC(CC(=O)c1ccccc1)c1cccc([N+](=O)[O-])c1 (centres undefined) | 5.17µM* |

High-throughput results from PubChem BioAssay.
